Compound activity from PubChem BioAssay.
PAD4 inh – blocks human protein arginine deiminase 4; inhibition, % at 6.36 µM; recombinant PAD4, RCA probe fluorescence polarization; Q9UM07; actives 0.41% (n = 330,000);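 active = percent inhibition above a cutoff equal to the mean of all tested compounds plus 3 SD, cut at about 15% in these data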;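 also: 0% = PAD4 with RCA probe and DMSO and 100% = probe without PAD4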
GLD-1 RNA inh – GLD-1-TGE RNA interaction inhibition (C. elegans); AID 2280; inhibition, % at 5.96 µM; actives 0.44% (n = 320,000); purified GLD-1 + fluorescein TGE RNA, fluorescence polarization; Q17339;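 active = percent inhibition above a per-plate cutoff, the plate mean of test compounds plus 3 SD, cut at about 30% in these data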;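 also: 0% = DMSO wells with GLD-1 and probe and 100% = wells lacking GLD-1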
Target sequence (Q17339 whole entry, looked up): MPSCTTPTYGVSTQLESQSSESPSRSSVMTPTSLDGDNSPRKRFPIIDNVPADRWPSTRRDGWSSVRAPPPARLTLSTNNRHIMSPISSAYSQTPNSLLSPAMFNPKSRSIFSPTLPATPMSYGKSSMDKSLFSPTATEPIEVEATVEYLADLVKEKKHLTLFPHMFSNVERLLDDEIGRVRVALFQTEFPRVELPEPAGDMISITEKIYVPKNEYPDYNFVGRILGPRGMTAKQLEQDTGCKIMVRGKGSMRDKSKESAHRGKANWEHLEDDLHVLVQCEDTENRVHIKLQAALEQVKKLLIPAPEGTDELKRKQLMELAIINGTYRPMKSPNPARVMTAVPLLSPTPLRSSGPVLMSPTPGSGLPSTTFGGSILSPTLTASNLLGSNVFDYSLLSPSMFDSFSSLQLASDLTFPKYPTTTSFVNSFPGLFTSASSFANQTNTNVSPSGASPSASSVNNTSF
An asterisk follows results filed as active. The list is partial. The share of hits here may be higher or lower than overall.

The line under a structure holds: PAD4 inh	GLD-1 RNA inh
Cc1noc(C)c1S(=O)(=O)Nc1ccc2c(c1)C(=O)N([C@H](C)CO)C[C@H](C)[C@@H](CN(C)S(=O)(=O)c1ccc(F)cc1)O2
    5	6
CC(C)(C)OC(=O)C[C@H]1C/C=C\C[C@@H](CC(=O)N(CCO)Cc2ccccc2)C(=O)N[C@H](Cc2c[nH]c3ccccc23)COC1=O
    3	5
CC(C)(C)OC(=O)C[C@@H]1C/C=C\C[C@H](CC(=O)N[C@H](CO)Cc2ccccc2)C(=O)N2CCC[C@H]2COC1=O
    -2	2
COc1ccc2c(c1)OC[C@H]1[C@@H]2N2C(=O)[C@@H](C)NC(=O)[C@@]2(C)[C@H]1c1ccccc1
    1	9
CC1CCCN(C(=O)C2CCN(S(=O)(=O)c3ccccc3)CC2)C1 (stereo not given)
    -2	0
CN(C)S(=O)(=O)c1cccc(NC(=O)c2ccc(N3CCCC3=O)cc2)c1
    -4	5
O=C(Nc1cccc(S(=O)(=O)NC2=NCCC2)c1)c1ccc(C(F)(F)F)cc1
    -3	-7
N#CCCN(C(=O)COC(=O)CCC(=O)c1cccs1)c1ccccc1
    -1	4
O=C(NCc1ccc(OC(F)(F)F)cc1)c1cccc2c1C(=O)c1ccc(N3CCCCC3)cc1S2(=O)=O
    -1	0
CCCCCc1cc(=O)c2ccccc2o1
    0	3

The line under a structure holds: PAD4 inh	GLD-1 RNA inh
CCOc1ccc(C(=O)NCC(=O)NNC(=O)c2cc(C)oc2C)cc1OCC
    0	4
CSc1ncccc1C(=O)OCC(=O)Nc1ccc(N2CCOCC2)cc1
    -1	0
COc1cc(C(=O)OC(C)C(=O)Nc2ccc3c(c2)OCCO3)cc(OC)c1OC (stereo not given)
    3	1
O=C(CN1C(=O)NC(c2ccccc2)(c2ccccc2)C1=O)Nc1ccc(N2CCOCC2)cc1
    6	6
CCC1CCC2(CC1)NC(=O)N(CC(=O)N1CCc3ccccc31)C2=O (stereo not given)
    -1	5
O=C(COC(=O)/C=C/c1ccccc1Cl)Nc1cccnc1Cl
    -2	6
O=C(COC(=O)c1ccc(F)cc1)NCC1CCCCC1
    -2	8
CCN(CC)S(=O)(=O)c1ccc(N2CCOCC2)c(NC(=O)c2sccc2C)c1
    4	8
Cn1c2ccccc2c(=O)c2cc(NCCCN3CCOCC3)ccc21
    9	8
COc1ccc2cc(CO)c3cc(OC)c(OC)cc3c2c1
    -1	-1

The line under a structure holds: PAD4 inh	GLD-1 RNA inh
COc1ccc(OC)c(COC(=O)c2cccc(S(=O)(=O)N3CCCCC3)c2)c1
    -6	6
C[C@H]1COC(=O)[C@H](CC(=O)OC(C)(C)C)C/C=C\C[C@@H](CC(=O)NCCO)C(=O)N1
    -5	0
O=C1CSc2ccc(C(=O)NCCc3ccc(Cl)cc3Cl)cc2N1
    -6	2
COc1cccc([C@@H]2CC=C(C(=O)O)[C@H](c3ccc(C)cc3)N2S(=O)(=O)c2ccc(C)cc2)c1
    -1	4
c1ccc(CN(Cc2ccccc2)Cc2nnc(-c3cc4ccccc4[nH]3)s2)cc1
    0	-2
Fc1ccccc1-c1nnc2n1N=C(c1ccc(OC(F)F)c(OCC3CC3)c1)CS2
    -2	2
O=C1NCCOC(=O)[C@@H](Cc2ccc(F)cc2)C/C=C\C[C@@H]1CC(=O)N(CCO)Cc1ccccc1
    20*	-3
COc1cc(NC(=O)c2ccc(N3CCCC3=O)cc2)cc(OC)c1
    0	-4
CC(=O)c1c(OCC(=O)N(C)C2CCCCC2)ccc2c(C)cc(=O)oc12
    1	2
COc1ccc(OC)c(-c2nnc3n2N=C(c2ccc(OC)c(OC4CCOC4)c2)CS3)c1 (stereo not given)
    4	0

The line under a structure holds: PAD4 inh	GLD-1 RNA inh
COCCCNC(=O)CC1C[C@H](C(=O)N2CCOCC2)[C@@]2(C)c3[nH]c4ccccc4c3CCN2C1=O (stereo not given in full)
    -3	5
COC(=O)Nc1ccc(S(=O)(=O)N2CCC(C(=O)NCc3ccc4c(c3)OCO4)CC2)cc1
    2	-5
O=C(COC(=O)C1CC1)NCc1ccc(Cl)cc1Cl
    0	-1
CC(C)NC(=O)N(C)C[C@H]1Oc2c(NC(=O)C3CC3)cccc2C(=O)N([C@H](C)CO)C[C@@H]1C
    0	4
COc1ccccc1-c1oc2ccccc2c1-c1ccccc1OC
    7	-3
O=C(COc1ccc(Cl)cc1Cl)NCC1(N2CCOCC2)CCCCC1
    -7	0
COc1ccc(CCNC(=O)COC(=O)c2cc(S(=O)(=O)N3CCOCC3)ccc2C)cc1OC
    0	0
O=C(NNC(=O)c1ccccc1-n1cccc1)c1cncc(Br)c1
    -1	7
CN(C(=O)CN1C(=O)NC2(CCCc3ccccc32)C1=O)C1CCCCC1 (stereo not given)
    -1	3
CN1CC(=O)N(CC(=O)NC2CCCCC2)C1=O
    5	1

3 successive compounds from above, for reference:
The line under a structure holds: PAD4 inh	GLD-1 RNA inh
O=C(NNC(=O)c1ccccc1-n1cccc1)c1cncc(Br)c1
    -1	7
CN(C(=O)CN1C(=O)NC2(CCCc3ccccc32)C1=O)C1CCCCC1 (stereo not given)
    -1	3
CN1CC(=O)N(CC(=O)NC2CCCCC2)C1=O
    5	1

Remaining list, next part:
The line under a structure holds: PAD4 inh	GLD-1 RNA inh
C[C@H](CO)N1C[C@H](C)[C@@H](CN(C)Cc2ccc(Cl)c(Cl)c2)Oc2c(NC(=O)Cc3ccccc3)cccc2C1=O
    -9	12
CCC[C@@H](CN1CCC[C@H]1CN1C(N)=NC[C@H]1CC(C)C)N1C[C@@H]([C@H](C)CC)N(CCCC2CCCC2)C1=N
    4	-2
CC(C)N(C(=O)[C@H]1CC(CC(=O)NCc2cccc(C(F)(F)F)c2)C(=O)N2CCc3c([nH]c4ccccc34)[C@]12C)C(C)C (stereo not given in full)
    7	12
O=C(Nc1cccc(S(=O)(=O)NC2=NCCC2)c1)c1ccc(F)cc1
    -1	-4
NC(=O)c1ccsc1NC(=O)c1ccc([N+](=O)[O-])o1
    -23	4
O=C(COC(=O)Cc1ccc(Br)cc1)NC1CCCC1
    -1	-4
Cc1noc(C)c1NC(=O)N(C)C[C@H]1Oc2ccc(NC(=O)Cn3cnnn3)cc2C(=O)N([C@H](C)CO)C[C@@H]1C
    0	0
COc1ccc(NC(=O)COC(=O)Cc2coc3cc(OC)ccc23)c(OC)c1
    1	8
COc1ccc(S(=O)(=O)Nc2cccc3c2O[C@@H](CN(C)Cc2ccc(C(=O)O)cc2)[C@@H](C)CN([C@H](C)CO)C3=O)cc1
    -2	3
COc1cc(OC)cc(C(=O)N[C@H](C(=O)NNC(=O)c2ccc(Br)cc2)C(C)C)c1
    3	5

PAD4 inh, what is marked active above
The line under a structure holds: PAD4 inh	GLD-1 RNA inh
O=C1NCCOC(=O)[C@@H](Cc2ccc(F)cc2)C/C=C\C[C@@H]1CC(=O)N(CCO)Cc1ccccc1
    20*	-3

The listing continues.
The line under a structure holds: PAD4 inh	GLD-1 RNA inh
N#Cc1ccc(C(=O)NC(=S)NC2CCCCC2)cc1
    -5	5
COc1ccc(C(=O)OCC(=O)NCc2ccc3c(c2)OCO3)cc1S(=O)(=O)N1CCOCC1
    2	3
O=C(C[C@H]1C/C=C\C[C@H](NC(=O)OCC2c3ccccc3-c3ccccc32)C(=O)OC[C@@H]2CCCN2C1=O)N[C@H](CO)Cc1ccccc1
    -3	3
CCOC(=O)[C@@H]1[C@H]2COc3ccccc3[C@@H]2N2C(=O)N(c3cccc(C)c3)C(=O)[C@@]12C
    0	6
CCC(CO)Oc1cc(NCc2cccc(OC)c2)c2ncn(C(C)C)c2c1 (stereo not given)
    -13	-3
C[C@@H]1COC(=O)[C@H](Cc2ccc(F)cc2)C/C=C\C[C@@H](CC(=O)N[C@H](CO)Cc2ccccc2)C(=O)N1
    -1	1
O=C(COC(=O)c1ccccn1)Nc1ccc2c(c1)OCCO2
    -1	8
Cc1ccc(S(=O)(=O)N2CCOCC2)cc1C(=O)NC1=NCCS1
    -2	-2
N#Cc1ccccc1OCC(=O)OCC(=O)N1CCCC1
    -2	-3
COC(=O)[C@]1(Cc2ccccc2)N[C@H](CN(C)S(=O)(=O)c2ccc(C(C)(C)C)cc2)[C@@H]2C(=O)N(C)C(=O)[C@@H]21
    -3	5

The line under a structure holds: PAD4 inh	GLD-1 RNA inh
O=C(COc1ccccc1C(=O)O)Nc1cccc2ccccc12
    0	6
CNC(=O)Cn1nc(C)c(S(=O)(=O)N2CCOCC2)c1C
    4	-2
C=CCN1C(=O)C(=O)N(CC(=O)NCC(=O)Nc2ccc(F)c(F)c2F)C1=O
    3	5
C[C@H](CO)N1C[C@H](C)[C@@H](CN(C)Cc2ccc(Oc3ccccc3)cc2)Oc2c(NC(=O)C3CC3)cccc2C1=O
    0	8
CSc1ncccc1C(=O)Nc1cccc(S(=O)(=O)N2CCCCCC2)c1
    -6	4
Cc1cc(NC(=O)CSCC(=O)NC(C)c2ccccc2)no1 (stereo not given)
    1	6
CCOC(=O)[C@@H]1[C@H]2COc3ccc(Br)cc3[C@@H]2N2C(=O)N(c3cccc(Cl)c3)C(=O)[C@@]12C
    1	-2
Cc1ccc(S(=O)(=O)N2CCC(C(=O)NCc3ccccc3CN3CCCC3)CC2)cc1
    -2	0
Cc1cc(C)c(C)c(S(=O)(=O)N2CCC(C(=O)OCC(=O)NC3CCS(=O)(=O)C3)CC2)c1C (stereo not given)
    -1	3
O=C(Cc1ccc(Br)cc1)OCC(=O)N1CCCCCC1
    -3	1

The line under a structure holds: PAD4 inh	GLD-1 RNA inh
CC(=O)c1ccc(S(=O)(=O)N2CCNC(=O)C2)cc1
    4	3
CC(=NNC(=O)c1cccc(S(=O)(=O)N2CCOCC2)c1)c1ccc(Cl)cc1
    0	-2
COc1ccc(NC(=O)c2cc(C)nc3ccccc23)cc1S(=O)(=O)N1CCOCC1
    3	4
COC(=O)[C@@]12CCCCN1[C@H](c1ccc(-c3ccc4c(c3)OCO4)cc1)[C@H]1C(=O)N(C)C(=O)[C@H]12
    4	3
Cc1ccc(S(=O)(=O)NCCC(=O)NNc2c(F)c(F)cc(F)c2F)cc1
    -2	1
COC(=O)C1=C(C)N(Cc2ccccc2)C(=NCCc2ccccn2)N[C@H]1c1cccc(C(F)(F)F)c1
    3	2
Cc1cc(C(=O)NNC(=O)[C@H](C)NC(=O)c2ccc(Br)cc2)c(C)o1
    2	6
CC(C)(C)OC(=O)C[C@H]1C/C=C\C[C@H](CC(=O)N[C@H](CO)Cc2ccccc2)C(=O)N2CCC[C@H]2COC1=O
    -1	0
O=c1oc(C2(O)CCCCC2)cc2ccc(-c3ccc4[nH]ccc4c3)cc12
    -2	7
CC(=O)c1cc2c(cc1NC(=O)Cc1c(C)noc1C)OCO2
    -2	-2

Next section; it opens with the two that closed the last part.
The line under a structure holds: PAD4 inh	GLD-1 RNA inh
O=c1oc(C2(O)CCCCC2)cc2ccc(-c3ccc4[nH]ccc4c3)cc12
    -2	7
CC(=O)c1cc2c(cc1NC(=O)Cc1c(C)noc1C)OCO2
    -2	-2
CC1O[C@@H](OC2C(COC3OC(CO)C(O)[C@H](O)C3O)OC(OC3CC[C@]4(C)C(CC[C@@]5(C)[C@@H]4CC=C4[C@@H]6CC(C)(C)CC[C@]6(CO)C(O)C[C@]45C)C3(C)C)C(O)C2O)C(O)C(O)C1O (stereo not given in full)
    1	6
C=CCn1c(SCC(=O)N2CCOCC2)nc2sc(CC)cc2c1=O
    1	3
O=C(/C=C/c1ccc2c(c1)S(=O)(=O)N(Cc1ccccc1)[C@H]2CC(=O)N1CCOCC1)N1CCOCC1
    1	-2
COc1ccc(NC(=O)CNC(=O)c2ccco2)cc1S(=O)(=O)Nc1cc(C)ccc1Br
    -4	-1
CC(NC(=O)COC(=O)CN1C(=O)C2CCCCC2C1=O)c1ccccc1 (stereo not given)
    -1	0
O=C(COC(=O)C12CC3CC(CC(Br)(C3)C1)C2)Nc1cccc(S(=O)(=O)N2CCOCC2)c1
    -3	-1
COc1ccc(S(=O)(=O)Nc2ccc3c(c2)C(=O)N([C@H](C)CO)C[C@H](C)[C@@H](CN(C)C(=O)NC(C)C)O3)cc1
    -4	5
C[C@@H]1O[C@@H](OC[C@@H]2O[C@H](Oc3c(-c4ccc(O)cc4)oc4cc(O)cc(O)c4c3=O)[C@@H](O)[C@H](O)[C@H]2O)[C@H](O)[C@H](O)[C@H]1O
    1	0
NS(=O)(=O)c1cccc(NC(=O)CSc2nnc(-c3ccncc3)n2C2CC2)c1
    1	4
CN(C(=O)COC(=O)c1ccc(Br)c(S(=O)(=O)N2CCOCC2)c1)C1CCCCC1
    -1	6
CON(C)C(=O)CC1(CN(Cc2ccccc2)C(=O)OC(C)(C)C)CCCCC1
    -4	10
